Source: PubChem BioAssay (National Center for Advancing Translational Sciences (NCATS))
p53ts 32C tox = qHTS Screen for Compounds that Selectively Target Cancer Cells with p53 Mutations: Cytotoxicity of p53ts Cells at the Permissive Temperature | H1299-p53A138V at 32C, ATP luminescence viability, 24 h | Potency, µM (highest dose often 46.1 µM), for inactives: top-dose activity change, negative = cytotoxicity, actives largely listed as cytotoxic | 0.93% of 130,000 active;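 also: 0% = DMSO and -100% = full killing by reference compound; nearly all actives have a fitted effect of over 55% in size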
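H1299-p53 A138V cells (temperature-sensitive p53) exposed 24 h to up to 46 uM compound at 32C, where p53 is wild-type in conformation. Viability read as ATP luminescence and normalised to DMSO and 100 uM tamoxifen. AC50 fitted with the Hill equation.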
IkB signaling = IkB Signaling | 0.04% of 110,000 active | ABC-DLBCL IkBa-CBG/CBR dual luciferase ratio, 4 h; response scale: scaled: untreated 0%, proteasome inhibitor 100% | Potency, µM (top dose mostly 57.1 µM), for the others: at the top dose IkBa stabilization activation; active = well fitted curve in the direction sought with a large enough effect in the signal ratio, not every such curve was filed as active; inconclusive = small, poorly fitted or top-dose-only effect, or a change in a side signal; the % refers to the signal ratio;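 also: the direction sought is a rising ratio; 0% = basal untreated cells and 100% = reference inhibitor full response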
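Luminescence ratio of IκBα-fused green versus native red beetle luciferase in OCI-Ly3 cells, 4 h post-doxycycline with compound; red signal alone, scaled from basal (0%) to zero light (-100%), flagged nonspecific or cytotoxic effects.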
p53ts 39C kill = qHTS Screen for Compounds that Selectively Target Cancer Cells with p53 Mutations: Cytotoxicity of p53ts Cells at the Nonpermissive Temperature. AID 902, 2007. Potency, µM (doses to about 46.1 µM), for the others: at the top dose activity change, negative = cell killing, actives largely listed as cytotoxic. 1.5% of 130,000 active. H1299-p53A138V viability at 39C, ATP luminescence, 24 h; also: nearly all actives have a fitted effect of over 55% in size
Imprint erasure = qHTS Assay for Compounds that Induce Erasure of Genomic Imprints; AID 1948, 2009; mouse ES Peg3-LacZ reporter, beta-gal luminescence, 40 h; Potency, µM (doses to about 60.7 µM), without a hit: top-dose activity change, positive = activation, most hits filed as activators; 0.02% of 110,000 active;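 also: 0% = negative control wells on the plate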
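Imprint erasure is scored as LacZ activity from the silenced maternal Peg3 allele in feeder-free female ES cells cultured 40 h with LIF. Luminescence is normalized to in-plate negative controls and fitted to the Hill equation.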
* marks the source's active call; other numbers are inactive results; ? = inconclusive; / = no result given; [ ] = remark or other dose. Unless noted, calls follow the shape of the dose curve; as a rule, active = well fitted curve in the direction sought with a large enough effect; inconclusive = small, poorly fitted or top-dose-only effect, or another doubt; inactive = no such curve, though single readings can be large; an effect the other way counts as inactive or inconclusive. Unless noted, % is scaled to controls: 0 for no effect and ±100 for the full control effect; potency is read from the fitted curve at half-maximal effect.

SMILES | p53ts 32C tox | IkB signaling | p53ts 39C kill | Imprint erasure
CCCS(=O)(=O)c1ncc(Cl)c(C(=O)Nc2c(C(=O)c3ccccc3)oc3ccccc23)n1 | -13% | ? | ? | 12%[10.9 µM]
Cc1ccc(NC(=O)Cn2c(=O)n(Cc3nc(C)no3)c(=O)c3cc4c(cc32)OCO4)cc1 | -4% | 0.6% | 19% | 2%[10.9 µM]
COc1ccc(/C=N/n2c(N)nc3ccccc32)cc1OC | ? | -1.3% | ? | -12%
CCOC(=S)SCC(=O)Nc1nc(-c2ccccc2)cs1 | -22% | / | 0% | /
CC(=O)N1CCc2c(sc3c2c(=O)n(-c2cccc(Cl)c2)c(=O)n3Cc2ccc(F)cc2Cl)C1 | 7% | ? | -16% | -9%[10.9 µM]
CCn1c(SCC(=O)Nc2ccccc2C(=O)OC)nc2c1c(=O)n(C)c(=O)n2C | -7% | -0.9% | -6% | 1%
C=CS(=O)(=O)c1ccc(Oc2ccc(S(=O)(=O)C=C)cc2)cc1 | -84% | ? | 10µM* | -23%
Cn1c(SCc2ccon2)nc2ccccc2c1=O | 15% | -9.2% | 15% | -23%
CCOC(=O)c1cccc(NC(=O)C(C)N2C(=O)c3ccccc3C2=O)c1 (centres undefined) | 6% | 0.0% | 9% | -9%
COc1ccc(CCNC(=O)C(=O)NCC2CCCO2)cc1 (centres undefined) | 7% | / | 13% | /
O=C(NCc1cccc(Br)c1)c1cccn1-c1nnc(N2CCCCC2)s1 | 5% | ? | -27% | 11%[10.9 µM]
CCc1ccc(Nc2nn3c(=O)c4cc5c(cc4nc3s2)OCO5)cc1 | -3% | 1.3% | -1% | -7%[10.9 µM]
CCN(CC)CCn1nc(C)nc1-c1ccccc1O | 6% | 3.7% | 4% | 0%
COc1cc(NC(=O)CC(c2cccs2)N2Cc3ccccc3C2=O)cc(OC)c1OC (centres undefined) | 0% | ? | ? | 9%[10.9 µM]
COc1ccc(NC(=O)CCCN2C(=O)COc3ccc(C)cc32)cc1OC | 6% | -1.0% | -1% | -16%[10.9 µM]
COc1ccc(Nc2oc(/C=C/c3cccc(OC)c3)nc2C#N)cc1 | -10% | 4.7% | -15% | ?
CC(=O)c1ccc(NC(=O)c2nn(C)c3c2CS(=O)(=O)c2ccccc2-3)cc1 | 0% | -0.7% | -2% | -7%[10.9 µM]
COc1ccc(OC)c(NC(=O)c2ccc(-c3nc(COc4ccccc4)c(C)o3)cc2)c1 | -2% | 1.5% | -18% | -5%[10.9 µM]
O=C(CCCOc1ccccc1)Nc1ccncc1 | 1% | 7.3% | -2% | -16%
O=C(NCCc1ccncc1)C(F)(F)F | -2% | 1.7% | 5% | -1%
COc1ccc(OC)c(CCNC(=O)c2nn(C)c3c2CSc2ccccc2-3)c1 | -7% | -0.4% | 15% | 23%[10.9 µM]
O=C(CCS(=O)(=O)c1cccc2nonc12)N1CCN(c2ccc(F)cc2)CC1 | 11% | 0.4% | -3% | -8%
CCC(C)NC(=O)c1cccc(NC(=O)c2nsc3ccccc23)c1 (centres undefined) | ? | -0.6% | ? | -14%[10.9 µM]
Cc1cc(C)c(S(=O)(=O)Nc2cccc(C(F)(F)F)c2)c(C)c1 | 5% | ? | -17% | -21%
CCOC(=O)N1CCC(NC(=O)Cn2cccc2C(=O)c2ccccc2C)CC1 | 3% | 1.3% | 0% | -10%

Reprinted from the part before: 4 compounds, then new ones.
SMILES | p53ts 32C tox | IkB signaling | p53ts 39C kill | Imprint erasure
O=C(CCS(=O)(=O)c1cccc2nonc12)N1CCN(c2ccc(F)cc2)CC1 | 11% | 0.4% | -3% | -8%
CCC(C)NC(=O)c1cccc(NC(=O)c2nsc3ccccc23)c1 (centres undefined) | ? | -0.6% | ? | -14%[10.9 µM]
Cc1cc(C)c(S(=O)(=O)Nc2cccc(C(F)(F)F)c2)c(C)c1 | 5% | ? | -17% | -21%
CCOC(=O)N1CCC(NC(=O)Cn2cccc2C(=O)c2ccccc2C)CC1 | 3% | 1.3% | 0% | -10%
COc1ccc(Nc2cc(C)nc3c(C)c(C)ccc23)cc1 | -1% | -3.3% | -21% | -17%[10.9 µM]
COc1cc(NC(=O)CSc2nc(C)cs2)cc(OC)c1 | 12% | 0.2% | -12% | -5%
Cc1ccc(NC(=O)c2nn(C)c3c2CS(=O)(=O)c2ccccc2-3)c(Cl)c1 | -2% | ? | -13% | -10%[10.9 µM]
COc1ccc(C)cc1N(CC(=O)NC1CCCC1)C(=O)CCC(=O)Nc1cc(C)on1 | 10% | -1.1% | 5% | -6%
CCCCn1c(=O)n(CC(O)c2ccccc2)c(=O)c2c1ncn2C1CCCC1 (centres undefined) | 5% | 1.9% | 0% | -12%
CCCCc1ccc(NC(=O)C2CCN(S(C)(=O)=O)CC2)cc1 | 6% | -2.2% | 14% | -21%
O=C(O)C1CC(=O)N(CCC23CC4CC(CC(C4)C2)C3)C(=Nc2ccccc2)S1 (centres undefined) | 24% | / | 8% | /
Cc1ccccc1CNC(=O)C(=O)NCC(c1cccs1)S(=O)(=O)c1ccc(Cl)cc1 (centres undefined) | 16% | ? | -3% | -11%[10.9 µM]
Cc1cc(=O)c2cc(C(=O)Nc3ccc(C)c(C)c3)ccc2[nH]1 | 1% | -1.4% | 41%[activator] | -11%[10.9 µM]
COc1cc(C2c3c(-c4cc(C)ccc4O)n[nH]c3C(=O)N2CCCO)ccc1OCCC(C)C (centres undefined) | ? | 2.0% | ? | -10%[10.9 µM]
Cc1c(C(=O)NCC2CCCO2)sc2nc(-c3ccc(F)cc3)cn12 (centres undefined) | -16% | 3.1% | 1% | -14%
O=C(Nc1nc(-c2cccs2)cs1)c1ccc(S(=O)(=O)N2CCCCC2)cc1 | 5% | ? | 15% | -13%
COc1ccc(CCNC(=O)CSc2nc(O)c(CCC(C)C)c(=O)[nH]2)cc1OC | 1% | / | 1% | /
COc1ccc(OC)c(NS(=O)(=O)c2ccc(Cl)s2)c1 | 6% | 3.8% | -13% | -29%
CC1(C)CC[C@]2(C)CC[C@@]3(C)C(=CCC4[C@@]5(C)CCC(O)C(C)(C)C5CC[C@@]43C)C2C1 (some centres undefined) | 2% | / | -4% | -4%
O=C(CCOc1ccccc1)NCC(c1ccco1)N1CCCCC1 (centres undefined) | 3% | 2.9% | 4% | -20%
c1ccc(CCn2nnnc2CN2CCN(C3CCCC3)CC2)cc1 | 7% | 1.9% | 4% | -3%
Cc1ccc2c(c1)C(=O)C(=O)N2Cc1ccc(OCCC(C)C)cc1 | 2% | 4.4% | ? | -32%[inhibitor][10.9 µM]
CCOc1ccc(OCC)c(NC(=O)C2CCN(c3nn4c(=O)cc(C)nc4s3)CC2)c1 | -1% | 0.5% | -12% | -1%
CCOC(=O)Cc1csc(/C(=N/O)C(N)=O)n1 | -5% | -0.3% | -8% | -7%
CC1CCCN(Cc2nc3c(c(=O)n(C)c(=O)n3C)n2CCc2ccccc2)C1 (centres undefined) | 3% | 2.8% | 14% | 18%
Cc1cccc(C(=O)Nc2nnc(S(=O)(=O)N3CCC(C)CC3)s2)c1 | 3% | ? | -5% | -11%[10.9 µM]
COc1ccc(NC(=O)C2CCCCN2S(=O)(=O)c2ccc(F)cc2)c(OC)c1 (centres undefined) | 5% | 1.0% | 4% | -18%
Cc1cccc(-c2nc(-c3ccc4c(c3)[nH]c(=O)n4C)no2)c1 | 1% | -0.8% | -28% | -16%[10.9 µM]
CC(C)Oc1ccc(C(=O)N2CC(=O)Nc3ccc(F)cc3C2c2ccc(F)cc2)cc1 (centres undefined) | 16% | ? | -7% | 4%[10.9 µM]

More records.
SMILES | p53ts 32C tox | IkB signaling | p53ts 39C kill | Imprint erasure
COc1cc(CC(=O)OCC(=O)Nc2ncc(Cl)cc2Cl)cc(OC)c1OC | -2% | 1.7% | -11% | -9%
CCC(=O)NCC(c1ccc2c(c1)OCO2)N1CCN(c2ccccc2)CC1 (centres undefined) | 9% | 8.8% | -5% | 3%[10.9 µM]
O=C(NCc1ccco1)c1ccc(NC(=O)C2COc3ccccc3O2)cc1 (centres undefined) | 0% | ? | -2% | -6%
CC(=O)c1cccc(NC(=O)C2C3C=CC(C4CC34)C2C(=O)O)c1 (centres undefined) | 0% | -1.3% | 6% | 21%
O=c1c2cc(O)c(O)cc2oc2cc(O)c(C3OC(CO)C(O)C(O)C3O)c(O)c12 (centres undefined) | 2% | / | 2% | -7%
COc1ccccc1CNC(=O)CSc1nc(=O)[nH]c2c1CCCC2 | -8% | ? | -3% | 13%[10.9 µM]
CCN(C(=O)c1cc(Cl)ccc1OC)c1ccccc1C | -5% | / | 30% | /
N#Cc1cc2ccccc2nc1SCc1ccccn1 | ? | ? | ? | -56%[inhibitor]
Oc1cnc2ccccc2c1CN1CCOCC1 | -2% | 0.1% | 8% | -6%
O=C(CSc1nnc(NC(=O)c2ccco2)s1)NC1CCCC1 | -2% | 0.1% | -9% | -11%
CCc1ccccc1NC(=O)N1C2CCCC1CC(NC(=O)C(C)(C)C)C2 (centres undefined) | 9% | -0.9% | 19% | -6%
Nc1nc(Cl)nc2c1ncn2[C@@H]1O[C@@H](CO)[C@@H](O)[C@H]1O | 16µM* | ? | 13µM* | /
CC(C)c1nc(-c2ccccn2)no1 | 5% | 2.3% | -4% | -4%
CCOc1ccc(N(CC(=O)O)S(=O)(=O)c2cccnc2)cc1 | 0% | 0.1% | 6% | -1%
CCOC(=O)CSc1nc2cc3c(cc2c(=O)n1CCCC(=O)NCCc1ccc(OC)c(OC)c1)OCO3 | 5% | -2.3% | -14% | -10%[10.9 µM]
N#Cc1ccc(CSc2nnc(-c3ccc(Br)cc3)o2)cc1 | -1% | -2.0% | 23% | -8%[10.9 µM]
O=C(NC1CCCC1)c1ccc(CS(=O)(=O)c2ccc(Br)cc2)o1 | 1% | 1.1% | -2% | -12%
Cc1ccc(C(=O)Nc2ccccc2C(=O)OCc2cc(=O)n3nc(C4CC4)sc3n2)cc1 | -7% | 0.3% | 1% | -4%[10.9 µM]
CC(C)Cn1c(SC(C)C(=O)Nc2ccc3c(c2)OCCO3)nc2ccccc2c1=O (centres undefined) | 8% | ? | -8% | -12%
CCOCCNC(=O)c1ccccc1C(=O)NCCOCC | 5% | 0.3% | -2% | 10%
CCC1CCCCN1CCCNC(=O)c1c(O)nc2ccccn2c1=O (centres undefined) | -7% | -2.4% | ? | -9%[10.9 µM]
Cc1cccc(NC(=O)c2cnc3ccccn3c2=O)c1 | 1% | 1.2% | 13% | -17%
CCCc1c(C)c2cccc(C)c2[nH]c1=O | -3% | 0.5% | -4% | 5%
COC(=O)c1ccc(C(NC(=O)OCc2ccccc2)/C(=C/[C@@H](C)C(=O)NCc2ccc(S(C)(=O)=O)cc2)c2cccnc2)cc1 (some centres undefined) | 9% | / | 3% | -14%

7 compounds from above, limited to p53ts 39C kill and Imprint erasure:
structure | p53ts 39C kill | Imprint erasure
CCC(=O)NCC(c1ccc2c(c1)OCO2)N1CCN(c2ccccc2)CC1 (centres undefined) | -5% | 3%[10.9 µM]
CC(C)Cn1c(SC(C)C(=O)Nc2ccc3c(c2)OCCO3)nc2ccccc2c1=O (centres undefined) | -8% | -12%
COC(=O)c1ccc(C(NC(=O)OCc2ccccc2)/C(=C/[C@@H](C)C(=O)NCc2ccc(S(C)(=O)=O)cc2)c2cccnc2)cc1 (some centres undefined) | 3% | -14%
CC(=O)c1cccc(NC(=O)C2C3C=CC(C4CC34)C2C(=O)O)c1 (centres undefined) | 6% | 21%
Cc1ccc(C(=O)Nc2ccccc2C(=O)OCc2cc(=O)n3nc(C4CC4)sc3n2)cc1 | 1% | -4%[10.9 µM]
COc1ccccc1CNC(=O)CSc1nc(=O)[nH]c2c1CCCC2 | -3% | 13%[10.9 µM]
O=C(NCc1ccco1)c1ccc(NC(=O)C2COc3ccccc3O2)cc1 (centres undefined) | -2% | -6%

Compounds as they come; overall some 1.8% were active at least once.
